Source: PubChem BioAssay (National Center for Advancing Translational Sciences (NCATS))
NPC1 promoter act: NPC1 promoter activation. Huh7 NPC1 promoter luciferase reporter, 24 h. Potency, µM (highest dose often 9.22 µM), inactives show at the top dose activation, hits mostly activators. 320,000 tested, 2.4% active. AID 485313;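 further: potency means the concentration at half of the fitted maximal effect; % of control where 0% means no effect; nearly all actives have a fitted effect of over 60% in size; reporter is driven by a mutant NPC1 promoter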
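Stably transfected Huh7 (NPC1 promoter→luciferase), 1500 cells/well in Opti-MEM + 10% FBS, 2 h settle, then compound 24 h at 37 °C. Luminescence after 10 min with Amplite reagent.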
RORgamma inh: blocks mouse ROR gamma transcriptional activity; Drosophila S2 Gal4-RORgamma UAS-luciferase reporter, 20 h; 310,000 tested, 5.4% active; P51450; AID 2551; Potency, µM (highest dose often 53.6 µM), for inactives: at the highest dose activity change, negative = inhibition, actives largely listed as inhibitors; further: potency means the concentration at half of the fitted maximal effect; on the % scale 0 is the no-effect control and ±100 the full control effect; nearly all actives have a fitted effect of over 60% in size
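Schneider cells (Drosophila), stable Gal4 DBD–ROR gamma + UAS-luc; 1 hr cmpd preincubation; Cu2+ induction 700 uM final; 20 hr ambient; luminescence.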
ELG1 genotox: induces genotoxicity in HEK293T cells with luciferase-tagged ELG1; AID 504466; Potency, µM (doses to about 46 µM), inactives show at the top dose activity change, positive = activation, most hits filed as activators; HEK293T ELG1-luciferase reporter, luminescence, 16 h; 330,000 tested, 1.3% active; further: potency means the concentration at half of the fitted maximal effect; % of control where 0% means no effect; nearly all actives have a fitted effect of over 60% in size
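Genotoxic stress is detected as increased luminescence from luciferase-tagged ELG1 in HEK293T cells, measured with ONE-Glo after a 16 hr treatment at 37 °C.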
Menin-MLL TR inh: inhibitors of human menin-MLL interaction, mutant MLL peptide; O00255; Menin + Texas Red MLL mutant peptide, fluorescence polarization; Potency, µM (doses to about 61.6 µM), for inactives: top-dose FP activity change, negative = inhibition, most hits filed as inhibitors; 270,000 tested, 0.23% active; AID 1768; active means well fitted inhibition curve with a large enough effect in the polarisation, with a control signal flat, not every such curve was filed as active; inconclusive means small, poorly fitted or top-dose-only effect, or effect the other way, or a change in a side signal; inactive means no such curve, though single readings can be large or run the other way; the % refers to the polarisation; further: potency means the concentration at half of the fitted maximal effect; % of control where 0% means no effect; many of its hits are not listed in these tables
p53 reactivator: re-activators of mutant p53; H1299 p53-A138V BP100-luciferase reporter, luminescence, 24 h; Potency, µM (titrated, usually from 92.2 µM), for inactives: top-dose activity change, positive = activation, usual class: activators; 320,000 tested, 0.063% active; AID 504706; further: potency means the concentration at half of the fitted maximal effect; % of control where 0% means no effect; nearly all actives have a fitted effect of over 45% in size
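H1299 (p53-null), stable ts p53-A138V + BP100-Luc; 1000 cells/well, Opti-MEM/10% FBS; cpd 4 pt, 1:5; 24 h, 37 deg C, 5% CO2; detection reagent 10 min RT; luminescence.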
PKM2 act: activators of human pyruvate kinase M2; Potency, µM (highest dose often 57.5 µM), inactives show at the top dose activation, usual class: activators; 260,000 tested, 0.34% active; AID 1631; P14618; purified PKM2, Kinase-Glo ATP luminescence, activation; response scale: 0% is enzyme alone, no compound; further: potency means the concentration at half of the fitted maximal effect; on the % scale 0 is the no-effect control and ±100 the full control effect; nearly all actives have a fitted effect of over 55% in size
Target sequence (P14618 whole entry, looked up): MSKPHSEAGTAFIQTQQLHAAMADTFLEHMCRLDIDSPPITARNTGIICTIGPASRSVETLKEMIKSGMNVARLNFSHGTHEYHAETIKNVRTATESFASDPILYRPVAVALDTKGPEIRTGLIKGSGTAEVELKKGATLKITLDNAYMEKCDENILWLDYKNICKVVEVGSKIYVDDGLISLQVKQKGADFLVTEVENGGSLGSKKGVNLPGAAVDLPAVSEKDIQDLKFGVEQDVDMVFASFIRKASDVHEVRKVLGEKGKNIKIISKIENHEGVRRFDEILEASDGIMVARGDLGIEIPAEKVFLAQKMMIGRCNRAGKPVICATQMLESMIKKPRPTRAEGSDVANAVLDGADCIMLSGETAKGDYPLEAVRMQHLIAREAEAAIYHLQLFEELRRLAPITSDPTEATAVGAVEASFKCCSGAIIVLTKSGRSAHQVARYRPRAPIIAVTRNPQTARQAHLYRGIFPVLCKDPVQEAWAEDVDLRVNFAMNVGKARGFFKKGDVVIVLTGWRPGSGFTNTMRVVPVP
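Kinase-Glo luminescence reports ATP generated from ADP (0.1 mM) and PEP (0.5 mM) by purified hPK-M2 after 1 h at room temperature, pH 7.2 imidazole buffer; intermediate enzyme activity allows detecting inhibitors and activators.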
VP16 counter: Gal4-VP16 reporter inhibition counter-screen | Drosophila S2 Gal4-VP16 UAS-luciferase, luminescence, 20 h | Potency, µM (top dose mostly 53.6 µM), without a hit: at the top dose activity, negative = inhibition, actives largely listed as inhibitors | 310,000 tested, 3.5% active | AID 2546;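 further: Gal4-VP16 expression switched on by copper sulfate through the metallothionein promoter; potency means the concentration at half of the fitted maximal effect; on the % scale 0 is the no-effect control and ±100 the full control effect; nearly all actives have a fitted effect of over 50% in size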
Giardia kill: Giardia lamblia killing | Giardia lamblia trophozoite viability | activity change, % at 7.66 µM, hits read low | 340,000 tested, 0.15% active; in the data active means activity change below about -80%; inconclusive means between about -30% and that limit;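 further: parasites exposed to compound for two days anaerobically before the ATP read; on the % scale 0 is the no-effect control and ±100 the full control effect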
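Viability, read as ATP luminescence: trophozoites at 100 cells/well, compound added, 48 hrs anaerobic at 37 deg C, then 15-30 min room-temperature development before reading.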
BRCA1 expr up: increases BRCA1 expression; 380,000 tested, 1.1% active; MCF7-BRCA1-FFLuc reporter, luminescence, 48 h; response scale: scaled: vehicle 0%, 10 µM genistein 100%; Potency, µM (titrated, usually from 46.1 µM), for inactives: top-dose activation, usual class: activators; further: potency means the concentration at half of the fitted maximal effect; nearly all actives have a fitted effect of over 80% in size; some results filed as inactive show a strong effect at the top dose
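MCF7-BRCA1-FFLuc, 2000 cells/well; 2 h attach, 37 °C/5% CO2; compound 48 h; luciferase substrate 15 min; luminescence end-point. Norm. to genistein 10 microM max activation and DMSO; concentration-response curves fitted.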
FLuc counter: counter-screen for miR-21 project: firefly luciferase inhibitors or activators; purified FLuc, Km substrates, luminescence inhibition; Potency, µM (series often up to 57.5 µM), for inactives: at the top dose activity change, negative = inhibition, hits mostly inhibitors; 360,000 tested, 6.9% active; AID 588342;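 further: potency means the concentration at half of the fitted maximal effect; plate controls were vehicle for no effect and reference inhibitor for full effect; nearly all actives have a fitted effect of over 55% in size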
Target sequence (P08659 whole entry, looked up): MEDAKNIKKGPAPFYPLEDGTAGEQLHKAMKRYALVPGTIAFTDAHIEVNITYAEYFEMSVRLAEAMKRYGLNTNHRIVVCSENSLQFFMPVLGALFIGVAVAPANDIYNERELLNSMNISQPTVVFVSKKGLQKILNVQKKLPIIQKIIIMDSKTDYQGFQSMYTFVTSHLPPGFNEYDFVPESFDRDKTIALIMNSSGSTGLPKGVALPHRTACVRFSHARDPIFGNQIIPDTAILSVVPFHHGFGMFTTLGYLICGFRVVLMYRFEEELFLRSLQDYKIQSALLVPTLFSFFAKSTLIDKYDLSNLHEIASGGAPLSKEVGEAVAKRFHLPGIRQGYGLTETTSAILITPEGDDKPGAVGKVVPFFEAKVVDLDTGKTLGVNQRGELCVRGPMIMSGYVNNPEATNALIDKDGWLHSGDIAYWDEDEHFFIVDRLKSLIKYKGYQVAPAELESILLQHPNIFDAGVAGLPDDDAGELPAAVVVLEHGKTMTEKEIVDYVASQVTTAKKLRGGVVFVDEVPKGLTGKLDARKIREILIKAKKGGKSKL
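Purified P. pyralis luciferase (10nM final) with 10uM D-luciferin and 10uM ATP (Km levels) in 50mM Tris acetate pH 7.5, 10mM Mg acetate, 0.01% Tween-20, 0.05% BSA; qHTS 6-point titration, ~60 µM downward; luminescence read.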
Rab9 promoter act: Rab9 promoter activation | 320,000 tested, 2.8% active | Potency, µM (titrated, usually from 9.22 µM), for the others: at the top dose activation, negative = inhibition, hits mostly activators | Huh7 Rab9 promoter-luciferase reporter, luminescence, 24 h; further: potency means the concentration at half of the fitted maximal effect; % of control where 0% means no effect; nearly all actives have a fitted effect of over 60% in size
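Luminescence read-out: Huh7 cells stably expressing Rab9-luciferase, treated 24 h with compound at 37 °C, then lysed with luciferase reagent for 10 min at ambient before reading.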
* = called active by the depositor; ? = inconclusive; . = no result given; [ ] = remark or other dose. Unless noted, the call rests on the fitted dose curve; in most records, active means well fitted curve in the direction sought with a large enough effect; inconclusive means small, poorly fitted or top-dose-only effect, or another doubt; inactive means no such curve, though single readings can be large; an effect the other way counts as inactive or inconclusive. A portion of the library; count on the stated rates, not on these rows.

smiles | NPC1 promoter act | RORgamma inh | ELG1 genotox | Menin-MLL TR inh | p53 reactivator | PKM2 act | VP16 counter | Giardia kill | BRCA1 expr up | FLuc counter | Rab9 promoter act
Cc1cc(NC(=O)CSCC(=O)OCc2nnc(-c3ccccc3)o2)no1 | 2% | 4% | 10% | . | 7% | -11% | -15% | 10 | 5% | ? | 3%
CCCCNC(=O)C12CCC(C)(C(=O)C1Br)C2(C)C (stereo not drawn) | 1% | 4% | 0% | -4% | -4% | -3% | ? | 3 | -12% | 2% | -4%
CCOC(=O)C1=C(COC(=O)CCOc2ccccc2)NC(=O)NC1C (stereo not drawn) | -6% | . | -4% | . | 0% | . | . | -3 | 0% | 0% | -1%
Cc1ccnc(NC(=O)c2cccc(NC(=O)c3ccccc3C)c2)c1 | 3% | 41% | 2% | 2% | -43%[inhibitor] | 3% | -3% | -17 | 34% | ? | 1%
CC(C)Oc1cccc(-c2cc(C(=O)N3CCN(S(C)(=O)=O)CC3)c3ccccc3n2)c1 | 20% | 6% | -15% | -3% | -1% | -18% | -20% | -8 | ? | 3µM* | 25%
COc1ccccc1C(=O)C1CCCN(Cc2cn[nH]c2C2CCCCC2)C1 (stereo not drawn) | 3% | -15% | -7% | -8% | -2% | 1% | -1% | -9 | -39% | -1% | 1%
Cc1ccc(Cl)cc1N1CCN(C(=O)c2ccc(CS(=O)Cc3ccc(Cl)cc3)o2)CC1 (stereo not drawn) | -5% | 5% | -5% | . | 0% | . | -4% | 25 | -36% | -1% | -7%
COc1cc(NC(=O)C2CCCCC2)c(OC)cc1NC(=O)c1ccccc1 | -3% | 19% | -1% | -5% | 0% | -4% | -1% | 8 | -27% | -1% | 6%
C/C(CC(=O)Nc1ccc2c(c1)OCCO2)=N\NC(=O)COc1ccccc1C | 0% | -3% | 1% | 18% | 1% | 3% | 10% | -22 | -13% | -18% | -2%
CCN(CC)CCCN1C(=O)CSC1c1ccc2c(c1)OCO2 (stereo not drawn) | -1% | -1% | 1% | -29% | -10% | 0% | -24% | -1 | -13% | 8% | -11%
CC(=O)c1ccc(C(=O)N(C)C2CCCN(Cc3ccccc3F)C2)s1 (stereo not drawn) | 3% | 29% | 0% | -11% | 1% | -6% | -14% | -5 | -5% | 4% | -1%
CN(CCC#N)C(=S)Nc1ccc(S(=O)(=O)N2CCOCC2)cc1 | -6% | -14% | -4% | 6% | 2% | -2% | 5% | -4 | -2% | -1% | -2%
Cc1nn(-c2cccc(Cl)c2)c(Cl)c1/C=N/NC(=O)c1cccs1 | 4% | ? | ? | -3% | 23% | 4% | 13µM* | -1 | -9% | 0% | 17%
CSc1ncccc1C(=O)NCCc1ccc(Cl)cc1 | -6% | 14% | -4% | 0% | -3% | -2% | 8% | -13 | 19% | -4% | 1%
CC(=O)N1CCN(C(=O)CCNS(=O)(=O)c2ccc(Br)cc2)CC1 | -6% | . | 0% | . | 6% | . | . | -16 | -9% | 4% | -3%
COc1ccccc1N1CCN(C(=O)c2ccc(Cn3c(=O)[nH]c4ccsc4c3=O)cc2)CC1 | -1% | -9% | -10% | . | -4% | 16% | 3% | -5 | -16% | -2% | -6%
Cc1cc(=O)oc2c3c(cc(OCC(=O)NCc4ccccc4)c12)OC(C)(C)CC3 | -2% | 18% | -2% | -14% | 0% | 11% | -1% | -21 | -33% | -9% | -3%
O=C(COC(=O)c1ccc2[nH]c3c(c2c1)CCCC3)Nc1ccccc1 | -1% | ? | 13% | ? | 11% | 2% | -26% | -25 | -4% | ? | 3%
Cc1cc(/C=C2/NC(=S)NC2=O)c(C)n1-c1cccnc1 | 24% | ? | 21% | -4% | -3% | -6% | 9% | -30 | 39% | 5.4µM* | ?
Cc1ccc(C(=O)NCCNC(=O)c2cccnc2)cc1 | -6% | 8% | 4% | 2% | 3% | . | 6% | 12 | 1% | 1% | 0%

Fetched one by one from above:
smiles | NPC1 promoter act | RORgamma inh | ELG1 genotox | Menin-MLL TR inh | p53 reactivator | PKM2 act | VP16 counter | Giardia kill | BRCA1 expr up | FLuc counter | Rab9 promoter act
Cc1ccc(C(=O)NCCNC(=O)c2cccnc2)cc1 | -6% | 8% | 4% | 2% | 3% | . | 6% | 12 | 1% | 1% | 0%
Cc1cc(/C=C2/NC(=S)NC2=O)c(C)n1-c1cccnc1 | 24% | ? | 21% | -4% | -3% | -6% | 9% | -30 | 39% | 5.4µM* | ?
Cc1cc(NC(=O)CSCC(=O)OCc2nnc(-c3ccccc3)o2)no1 | 2% | 4% | 10% | . | 7% | -11% | -15% | 10 | 5% | ? | 3%
CC(=O)c1ccc(C(=O)N(C)C2CCCN(Cc3ccccc3F)C2)s1 (stereo not drawn) | 3% | 29% | 0% | -11% | 1% | -6% | -14% | -5 | -5% | 4% | -1%
COc1ccccc1C(=O)C1CCCN(Cc2cn[nH]c2C2CCCCC2)C1 (stereo not drawn) | 3% | -15% | -7% | -8% | -2% | 1% | -1% | -9 | -39% | -1% | 1%
COc1cc(NC(=O)C2CCCCC2)c(OC)cc1NC(=O)c1ccccc1 | -3% | 19% | -1% | -5% | 0% | -4% | -1% | 8 | -27% | -1% | 6%

Going on with the list:
smiles | NPC1 promoter act | RORgamma inh | ELG1 genotox | Menin-MLL TR inh | p53 reactivator | PKM2 act | VP16 counter | Giardia kill | BRCA1 expr up | FLuc counter | Rab9 promoter act
CC(C)(C)OC(=O)N1CCC2(CC1)Oc1ccc(F)cc1C(=O)C21CC(c2cccnc2)=NO1 (stereo not drawn) | -1% | 37% | -2% | . | -4% | -1% | -12% | 10 | -13% | -1% | -10%
O=C1CC(c2ccc(F)cc2)C2=C(CCCC2=O)N1 (stereo not drawn) | 1% | -3% | 3% | 16% | ? | -3% | -2% | -19 | 3% | -5% | 11%
CCN(CC(=O)NC1CC1)S(=O)(=O)c1ccc(C)cc1 | 1% | -8% | 3% | . | 14% | -6% | -12% | 32[activator] | 3% | 0% | 2%
CCCn1c(=O)c(C(=O)NCCc2ccc(Cl)cc2)c(O)c2ccccc21 | -2% | 14µM* | -11% | 25% | ? | -12%[11.5 µM] | ? | 13 | 0% | 5% | -4%
CC1=C(c2ccc(C)cc2)[N+](=O)C(C)(C)N1[O-] | 25% | 39% | ? | 10% | 4% | -4% | 8% | -5 | 10% | 9.5µM* | 4µM*
CCOc1ccc(-c2nn3c(-c4ccc(OC)cc4)nnc3s2)cc1 | 3% | -16% | 2% | 0% | 2% | -5% | 2% | . | . | -1% | -2%
NC(=O)C(F)(F)C12OC3C4C5CC(C6C5C3C61)C42 (stereo not drawn) | -4% | 2% | -2% | 23% | -6% | 3% | 11% | 9 | 2% | 2% | -3%
CSc1ccccc1C(=O)C1CCCN(C(=O)c2csnn2)C1 (stereo not drawn) | 0% | 36% | 7% | -2% | 6% | 8% | -13% | 14 | -1% | ? | -3%
O=C(N/N=C/c1cccnc1)c1cc(O)c(O)c(O)c1 | 0% | -8% | 1% | 0% | -2% | . | -8% | 31[activator] | -28% | -19% | 5%
Cc1ccc(NC(=O)C/C(N)=N/O)cc1C | 2% | 4% | -3% | -16% | 4% | -6% | -8% | 14 | -29% | -2% | 5%
COc1ccccc1CNC(=O)CCNC(=O)N1CC(=O)Nc2ccccc21 | -3% | 1% | 0% | . | 3% | . | 4% | -6 | -4% | 2% | -2%
CC(C(=O)NC1CCCC1)N1CCN(S(=O)(=O)c2ccc(C(C)(C)C)cc2)CC1 (stereo not drawn) | -2% | . | -3% | . | -7% | . | . | 6 | -1% | -1% | -1%
CCc1cc(-c2n[nH]c(CCC(=O)O)c2-c2nc3ccccc3n2C)c(O)cc1O | -1% | -2% | -1% | -13% | 0% | 3% | -9% | 5 | -13% | -14% | 1%
CCN1CC=C2C(C#N)=C(N)C(C#N)(C#N)C(c3cc(Cl)ccc3Cl)C2C1 (stereo not drawn) | -2% | 0% | -4% | -13% | 1% | -1% | -6% | -7 | -25% | 4% | 3%
COc1cc(C2C(C#N)=C(N)N(N(C)C)C3=C2C(=O)CCC3)cc(OC)c1OC (stereo not drawn) | 2% | 6% | 0% | -12% | 1% | . | -5% | 21 | -1% | -3% | -2%
O=C(/C=C/c1ccccc1[N+](=O)[O-])OC1CCCCC1=O (stereo not drawn) | 2% | 27% | 7% | -19% | 2% | 3% | 6% | -17 | 6% | 15µM* | -6%
COc1ccccc1NS(=O)(=O)c1ccc2oc(SC)nc2c1 | -1% | ? | -11% | . | 1% | . | -18% | -17 | -15% | -2% | 0%
O=C(c1cc(COc2ccc(F)cc2F)on1)N1CCSCC1 | ? | 13% | 21µM* | 12% | 6% | -4% | -10% | 6 | 7.9µM* | 15µM* | 2.5µM*
